MITF TRPM1 HTS – activators of MITF-driven TRPM1 promoter reporter, primary screen, cell-based, SK-MEL-5, luciferase, single point; SK-MEL-5 TRPM1-promoter luciferase, 24 h; % of positive control, neutral wells = 0; activation, % at 12.5 µM; AID 588334, 2011; 300,000 compounds, 0.75% hits;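 active means mean activation of at least 80% with every replicate also reaching 80%; inconclusive means mean reaches 80% but some replicate falls short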;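 further: 0% = neutral control wells and 100% = parthenolide positive control wells; values of inactives mirror those of a sister screen read the other way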
Wnt act – Wnt/beta-catenin pathway activators, primary screen, cell-based, plate reader, single point. AID 743398, 2014. activation, % at 9.35 µM. 300,000 compounds, 1.2% hits. Wnt/beta-catenin reporter cell assay, activator; in the data active means activation above about 30%, passing the limit was not always enough; inconclusive means no clear call, values can overlap the other calls;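 further: 0% = neutral control wells and 100% = positive control wells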
HTR5A inv ag – HTR5A inverse agonists in luminescence cell assay, primary screen, counter-screen for OPRM1-OPRD1 heterodimer inverse agonist project, full-deck HTS; 5-hydroxytryptamine receptor 5A (Homo sapiens), P47898; HTR5A cell line, inverse agonism; inhibition, % at 9.3 µM; 340,000 compounds, 0.083% hits; in the data active means inhibition mostly above about 23%, no sharp cut-off; inactive means mostly below about 18%;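 further: 0% = cells with DMSO and 100% = no-cell wells with DMSO; some compounds called inactive have numbers as strong as hits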
Target sequence (P47898 whole entry, looked up): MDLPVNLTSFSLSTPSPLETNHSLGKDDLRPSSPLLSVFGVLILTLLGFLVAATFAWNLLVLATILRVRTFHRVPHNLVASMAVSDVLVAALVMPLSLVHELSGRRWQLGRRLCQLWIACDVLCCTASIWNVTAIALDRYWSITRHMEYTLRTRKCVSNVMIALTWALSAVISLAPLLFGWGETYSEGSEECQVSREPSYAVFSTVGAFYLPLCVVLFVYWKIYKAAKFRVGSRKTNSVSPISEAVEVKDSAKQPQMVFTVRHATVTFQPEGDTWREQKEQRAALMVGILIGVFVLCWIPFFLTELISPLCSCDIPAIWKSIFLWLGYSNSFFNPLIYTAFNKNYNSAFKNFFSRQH
dFosB activator – activators of delta FosB homodimer, primary screen, biochemical, fluorescence polarization, TAMRA-CDK5 oligo, single point. Protein FosB (Mus musculus), P13346. purified delta FosB; percent of positive-control signal above neutral wells. activation, % at 25 µM. 340,000 compounds, 0.99% hits. AID 493131, 2011;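 active means mean activation above about 17%, with every replicate also reaching it, limit read from the data, passing the limit was not always enough; inconclusive means only one of the two conditions met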;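 further: fluorescence polarization rise as delta FosB binds a TAMRA Cdk5 AP-1 oligo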
Target sequence (P13346 whole entry, looked up): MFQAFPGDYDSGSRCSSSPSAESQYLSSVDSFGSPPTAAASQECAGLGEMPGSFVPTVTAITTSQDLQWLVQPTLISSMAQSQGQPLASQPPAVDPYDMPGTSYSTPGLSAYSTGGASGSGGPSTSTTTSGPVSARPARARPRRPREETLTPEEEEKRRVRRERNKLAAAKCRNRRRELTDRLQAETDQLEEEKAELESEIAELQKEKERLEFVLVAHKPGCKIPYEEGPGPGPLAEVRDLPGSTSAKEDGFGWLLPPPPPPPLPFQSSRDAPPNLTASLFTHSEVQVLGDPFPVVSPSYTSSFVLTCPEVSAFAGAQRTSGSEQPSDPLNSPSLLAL
HTR5A ag – HTR5A agonists in luminescence cell assay, primary screen, counter-screen for OPRM1-OPRD1 heterodimer agonist project, full-deck HTS | AID 504692, 2011 | cell-based | activation, % at 9.3 µM | 340,000 compounds, 0.61% hits; in the data active means activation mostly above about 9.5%, no sharp cut-off; inactive means mostly below about 7.6%;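 further: 0% = cells with vehicle only and 100% = reference agonist; strong numbers were not always called active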
V-ATPase pHluor – regulators of yeast V-ATPase proton pumping, primary screen, pHLuorin cytosolic pH fluorescence. 350,000 compounds, 0.37% hits. S. cerevisiae. response, % at 10 µM; in the data active means response mostly above about 7.3%, no sharp cut-off; inactive means mostly below about 5.4%; further: actives read high; inactives centre near 0; some compounds called inactive have numbers as strong as hits; reference of the scale not given here
CDK5 p35 inh – inhibitors of human CDK5/p35 kinase, primary screen, biochemical, single concentration; Cyclin-dependent kinase 5 (Homo sapiens) + Cyclin-dependent kinase 5 activator 1 (Homo …; Recombinant CDK5/p35, ADP-Glo luminescence, 60 min; inhibition, % at 10 µM; 330,000 compounds, 0.01% hits;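 active means highest replicate inhibition of at least 50% and at least 75% of replicates reaching 50%; inconclusive means only one of the two criteria met; inactive means both criteria failed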;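 further: plate controls were DMSO neutral control for no effect and GW8510 at 10 µM for full effect; many of its hits are not listed in these tables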
SR-BI HDL uptake – inhibitors of SR-BI mediated HDL lipid uptake, primary screen, ldlA[mSR-BI] cells, fluorescence, single point | AID 488896, 2010 | Scavenger receptor class B member 1 (Mus musculus), Q61009 | ldlA[mSR-BI] CHO cells, DiI-HDL uptake fluorescence, 3 h | inhibition, % at 12.5 µM | 320,000 compounds, 0.96% hits;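 active means mean replicate inhibition of at least 70% and a set share of replicates each scoring 70 or more; inconclusive means meets just one of the two criteria; inactive means fails both criteria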;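 further: 0% = median of neutral control wells and 100% = median of positive control wells; values of inactives mirror those of a sister screen read the other way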
PvdQ acylase – P. aeruginosa PvdQ acylase inhibitors, primary screen, biochemical, fluorescence, plate reader and imaging, single point | PvdQ acylase [Pseudomonas aeruginosa LESB58] | purified PvdQ acylase | inhibition, % at 10 µM | 340,000 compounds, 0.063% hits; in the data active means inhibition above about 30%, passing the limit was not always enough; inconclusive means no clear call, values can overlap the other calls;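 further: 0% = vehicle neutral wells and 100% = reference inhibitor wells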
NSD2 inh – NSD2 histone methyltransferase inhibitors, primary screen, biochemical, AlphaScreen, single concentration, set 2 | NSD2 peptide methylation, 120 min | 310,000 compounds, 0.54% hits | inhibition, % at 12.5 µM | Histone-lysine N-methyltransferase NSD2 (Homo sapiens), O96028 | AID 743445, 2014; in the data active means inhibition above about 50%
An asterisk follows results filed as active; ? = inconclusive; . = no result given. No enrichment for hits; about 5% have a hit in one of these screens.

SMILES	MITF TRPM1 HTS	Wnt act	HTR5A inv ag	dFosB activator	HTR5A ag	V-ATPase pHluor	CDK5 p35 inh	SR-BI HDL uptake	PvdQ acylase	NSD2 inh
CCC(C)[C@H](NC(=O)[C@@H]1Cc2c([nH]c3ccccc23)C2c3ccccc3C(=O)N21)C(=O)N1CCC[C@@H]1C(=O)O (stereo partly drawn)	-10	-1	8	-16	-3	-1	0.4	-7	5	.
CCN(CC)CCN(C(=O)c1ccc(C(=O)c2ccccc2)cc1)c1nc2c(OC)cccc2s1	-6	0	9	33*	1	-2	0.8	46	-18	19
CN(C)c1ccc(C2CC(=O)OC3=C2C(=O)CC(C)(C)C3)cc1 (stereo not drawn)	-6	2	18	10	-4	-4	0.9	-68	5	6
Cc1ccc(S(=O)(=O)N2CCCN(C)c3nc4ccccc4nc32)cc1	-8	0	-1	-8	1	1	-4.1	11	-11	-4
CS(=O)(=O)Nc1ccc(S(=O)(=O)N2CCCCCC2)cc1	-1	0	15	-6	1	-4	-0.3	-17	-1	-10
Cc1ccc(-n2nc(C)c(NC(=O)CCl)c2C)cc1	12	.	1	1	0	3	-2.3	.	-13	0
COc1ccc(NC(=O)[C@@H]2[C@@H]3C(=O)N(C4CCCCC4)C(=O)[C@@H]3C3c4ccccc4C=CN32)cc1 (stereo partly drawn)	-22	.	8	-3	-4	-2	-0.9	.	-20	1
Cc1onc(-c2ccccc2)c1C(=O)Nc1nnc(CC(C)C)s1	0	1	10	-8	-4	-25	1.1	-6	-8	0
CC12CC3(C)CC(C)(C1)CC(C(=O)NCc1ccccn1)(C2)C3	5	-1	-2	0	3	4	-1.1	-10	-8	-1
CC(C)CC(C)N1CCC(n2nccc2NC(=O)CCc2ccccc2)CC1 (stereo not drawn)	13	0	20	-2	-3	-1	0.1	-13	-6	3
CC1=NN(c2ccccc2)C(=O)/C1=C\N(O)c1ccccc1	.	2	5	-3	-1	0	2.0	53	-5	5
CCOc1ccc2nc(COC(=O)c3cccs3)c(C(=O)c3ccccc3)[n+]([O-])c2c1	8	-1	-25	1	7	1	-0.2	9	-4	-3

Overlap with the part before: two compounds, followed by the next part.
SMILES	MITF TRPM1 HTS	Wnt act	HTR5A inv ag	dFosB activator	HTR5A ag	V-ATPase pHluor	CDK5 p35 inh	SR-BI HDL uptake	PvdQ acylase	NSD2 inh
CC1=NN(c2ccccc2)C(=O)/C1=C\N(O)c1ccccc1	.	2	5	-3	-1	0	2.0	53	-5	5
CCOc1ccc2nc(COC(=O)c3cccs3)c(C(=O)c3ccccc3)[n+]([O-])c2c1	8	-1	-25	1	7	1	-0.2	9	-4	-3
O=C(O)CCn1cnc2ccccc2c1=O	9	-2	-11	8	-8	0	-1.0	-2	3	4
COc1ccc(/C=N/NC(=O)c2cc(OC)c(OC)c(OC)c2)cc1CN1CCc2cc(OC)c(OC)cc2C1C (stereo not drawn)	-14	-2	11	-13	-4	-3	0.3	60	-10	3
CN1CCN(CCC(=O)N/N=C/c2cc3c(cc2[N+](=O)[O-])OCO3)CC1	-1	-1	-6	-2	3	0	-0.5	-2	-9	2
CSC(=NNC(=O)c1ccc(O)cc1)SC	9	5	-14	2	6	2	-0.8	-11	11	0
COc1ccccc1NC(=O)CN1CCN(CC(=O)Nc2ccc3c(c2)OCO3)CC1	-10	.	8	-3	-3	0	-0.7	18	-14	2
COc1ccc(-c2noc(CCC(=O)Nc3cccnc3)n2)cc1	4	4	3	-1	-1	0	.	-23	6	0
COc1ccc(CCN(C(=O)c2ccc(F)cc2)C2=CC3CCC(C2)N3C)cc1OC (stereo not drawn)	9	.	-11	1	-1	1	-0.3	-12	-11	-2
CCN1CCN(CCCNC(=O)c2cc3sccc3n2CC)CC1	7	5	-26	-6	9	-2	1.1	12	-14	.
CCOc1ccc(C(=O)Nc2ccc(CN3CCOCC3)cc2)cc1Br	7	-3	6	-18	-2	6	3.6	58	7	-1
CCOP(=O)(OCC)c1nc(-c2ccc(OC)cc2)oc1N1CCOCC1	-7	0	18	-13	5	-1	3.0	6	-3	2
Cc1no[n+]([O-])c1COc1ccc(/C=C2\NC(=S)NC2=O)cc1	-4	.	2	10	-1	1	-0.9	4	5	.
CCCn1cc(SCC(=O)NCc2ccc3c(c2)OCO3)c2ccccc21	1	-2	0	-10	1	5	0.0	14	-9	.
Cc1ccc(N2CC(C(=O)Nc3nnc(C)s3)CC2=O)cc1 (stereo not drawn)	7	0	0	-4	4	4	0.1	-6	-9	-1
CNc1snc(C)c1C(=O)OCC(=O)N(C)Cc1ccccc1	4	-4	-1	-2	0	4	-2.1	-7	-14	16
C=CCn1c(Cc2cccc3ccccc23)n[nH]c1=S	-3	-2	28*	-10	-8	-4	0.6	-20	5	2
Cc1ccccc1OCCC(=O)N1CCN(S(=O)(=O)c2ccc(Cl)cc2)CC1	2	0	-41	-6	14	-2	-0.5	-5	0	-3
Cc1c(NC(=O)c2ccc(N(C)S(C)(=O)=O)cc2)c(=O)n(-c2ccccc2)n1C	-10	0	14	2	0	0	-2.1	-16	-12	-1
Cc1ccc(CN=c2c([N+](=O)[O-])nn(-c3ccc4c(c3)OCCO4)n2O)cc1	-8	.	-11	-10	2	0	1.8	-32	-9	8
Cc1ccc2c(CC(=O)NCC(=O)Nc3c(C)cccc3C)coc2c1	-3	-3	3	-7	-1	8	-2.9	20	3	4
CN(c1ccc(O)cc1)c1nc(-c2cccnc2)cs1	53	-1	-1	1	0	5	1.6	-1	4	2
CCCC(CCC(=O)OC)(C(=O)OCC)c1csc(N)n1 (stereo not drawn)	-6	.	-5	-7	2	-1	0.8	-16	11	2
COc1ccccc1NC(=S)NCc1ccccc1	.	3	-2	5	1	-3	-0.2	5	-8	-4
C/C=C/c1ccc(OCCCCOc2ccccc2C(C)=O)c(OC)c1	3	-4	-18	-4	5	-1	-0.2	-12	-9	-4
Oc1cccc(/C=N\Nc2nncc(-c3ccccc3)n2)c1	69	-1	1	11	0	-3	-2.8	25	14	17
COc1cc(OC)c(S(=O)(=O)N2CCCCC2)cc1S(=O)(=O)N1CCCCC1	-7	2	1	-3	0	1	1.1	-8	-17	-1
CCN(CC)CCC(=O)N1c2ccccc2Sc2ccc(NC(=O)OC)cc21	.	0	-5	-13	1	-6	3.2	-35	-24	19
NC(=O)COc1ccc(/C=N/NC(=O)C2CCCN2S(=O)(=O)c2ccc(Cl)cc2)cc1 (stereo not drawn)	-15	.	3	-5	-2	2	-1.7	-7	-12	14
O=C(COC(=O)c1cccc(S(=O)(=O)NCc2ccccc2)c1)Nc1ccccc1OC(F)F	-12	1	-11	-3	3	-4	1.4	3	-15	-3
CC(=O)c1cccc(NC(=O)CN2CCc3cc4c(cc3C2)OCCCO4)c1	5	-1	11	-7	-2	4	0.3	1	1	.
COC(=O)c1sc2ccccc2c1-n1cccc1C(=O)C(=O)Nc1ccccc1	12	.	0	-6	3	-3	-1.2	33	-12	0
N#Cc1ccccc1OCC(=O)NNC(=O)CNC(=O)c1cccc(Br)c1	-5	0	-16	7	6	-4	-0.6	-10	8	-4
C=CCn1c(SCC(=O)c2[nH]c(C)c(C(=O)OCC)c2C)nc2scc(-c3ccc(OC)c(OC)c3)c2c1=O	-102	.	23	-1	0	0	0.2	24	-11	-3
CC(=O)Nc1ccc2nc(NC(=O)c3ccco3)sc2c1	19	16	-18	10	7	5	1.6	15	7	-2
O=C(NCCCCc1ccccc1)C1CC(c2ccccc2[N+](=O)[O-])=NO1 (stereo not drawn)	-8	0	6	-3	5	-3	0.8	-21	-15	.
CC(C)N1C(=O)CCC1C(=O)NCCc1ccccc1 (stereo not drawn)	16	-4	15	4	2	-3	1.0	-22	-15	0
Cc1ccc(NC(=O)c2nsc(Cl)c2Cl)cc1	.	-1	11	2	4	0	1.1	2	5	-3
Cc1cc(C(=O)NC(C)c2ccncc2)no1 (stereo not drawn)	12	-1	-38	3	9	10	0.5	-42	8	0
Cc1ccc(-c2nc3ccccc3s2)cc1S(=O)(=O)N1CCOCC1	12	.	7	-20	-1	2	-0.5	32	-11	.
Cc1ccc(S(=O)(=O)c2nnn3c2nc(N2CCOCC2)c2ccccc23)cc1	-20	1	-17	6	0	10	1.4	-8	-4	-3
COc1ccc(C2C(C#N)=C(N)Oc3cc(C)n(CCN4CCOCC4)c(=O)c32)cc1OC (stereo not drawn)	11	.	-12	-3	3	1	-1.1	-7	7	0
Cc1cc(C)n(-c2cc(Oc3ccccc3)ncn2)n1	7	2	9	-9	-4	8	1.0	10	-12	6
CC(C)C1Oc2ccccc2N(CC(=O)N(Cc2ccccn2)CC2CCCO2)C1=O (stereo not drawn)	5	.	4	-2	0	0	0.5	8	-7	2
C[C@H]1CN([C@@H](C)CO)C(=O)c2cccc(NS(=O)(=O)c3ccc(Cl)cc3)c2O[C@@H]1CN(C)CC1CCCCC1	7	0	-10	-12	6	2	1.7	-11	-15	.
CC(C)(C)S(=O)(=O)c1cnc2c(-c3ccsc3)cnn2c1N	?	6	3	-6	-1	1	-1.0	1	-13	1
COC(=O)C1=CN(C2CC2)C=C(C(=O)OC)C1c1ccc(C(=O)OC)cc1	.	.	-3	-8	1	-4	-2.5	24	-7	-5
CC(Sc1nc2ccccc2s1)C(=O)c1c(N)n(C)c(=O)n(C)c1=O (stereo not drawn)	-8	6	12	-12	2	1	0.2	-8	-11	-2
CCc1nnc(NC(=O)CSc2nc(C3CCCCC3)nc3ccccc23)s1	-2	-4	-13	-2	0	2	-0.2	24	-11	.
CNS(=O)(=O)c1cccc(C(=O)OCC(=O)c2ccc[nH]2)c1	7	-4	5	-9	-2	1	1.3	-16	-16	1
CC(C)(C)NC(=O)C(c1cccs1)N(Cc1ccc(F)cc1)C(=O)c1csnn1 (stereo not drawn)	16	0	-8	-5	3	5	-1.4	-16	-9	-2
O=C(CCNS(=O)(=O)c1ccc(Br)s1)Nc1ccc(Cl)cc1	-12	1	-2	-6	5	-1	-0.2	2	-11	-1
COC(=O)c1c(NC(=O)CCl)sc(C(=O)N2CCOCC2)c1C	-22	1	4	-10	-1	0	-2.1	-10	4	6
Cc1ccc(C)c(N2CCN(C(=O)c3ccc(Cl)c(NC4=NC5CS(=O)(=O)CC5S4)c3)CC2)c1 (stereo not drawn)	-3	-2	-17	0	4	4	-0.4	5	-12	3

Bioassay records as filed in PubChem BioAssay.
